# Cardiac RTF inh = cardiac RTF calcium desensitization | P19429+P45379 | IANBD-labeled cardiac RTF, Ca2+ fluorescence | inhibition, % at 7.15 µM | 0.12% of 340,000 active | AID 493244;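 active = inhibition above the mean inhibition of all tested compounds plus 3 SD, cut at about 17% in these data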;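 also: assay run at fixed EC70 calcium of 1.6 mM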
# DAGLB inh = blocks human DAGLB lipase activity; inhibition, % at 5.17 µM; 0.059% of 340,000 active; Q8NCG7; AID 504411; HEK293T DAGLB membrane lysate, EnzChek fluorogenic substrate; in the data active = inhibition above about 34%;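 also: 0% = enzyme with vehicle and 100% = wells lacking enzyme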
# Target sequence (Q8NCG7 whole entry, looked up): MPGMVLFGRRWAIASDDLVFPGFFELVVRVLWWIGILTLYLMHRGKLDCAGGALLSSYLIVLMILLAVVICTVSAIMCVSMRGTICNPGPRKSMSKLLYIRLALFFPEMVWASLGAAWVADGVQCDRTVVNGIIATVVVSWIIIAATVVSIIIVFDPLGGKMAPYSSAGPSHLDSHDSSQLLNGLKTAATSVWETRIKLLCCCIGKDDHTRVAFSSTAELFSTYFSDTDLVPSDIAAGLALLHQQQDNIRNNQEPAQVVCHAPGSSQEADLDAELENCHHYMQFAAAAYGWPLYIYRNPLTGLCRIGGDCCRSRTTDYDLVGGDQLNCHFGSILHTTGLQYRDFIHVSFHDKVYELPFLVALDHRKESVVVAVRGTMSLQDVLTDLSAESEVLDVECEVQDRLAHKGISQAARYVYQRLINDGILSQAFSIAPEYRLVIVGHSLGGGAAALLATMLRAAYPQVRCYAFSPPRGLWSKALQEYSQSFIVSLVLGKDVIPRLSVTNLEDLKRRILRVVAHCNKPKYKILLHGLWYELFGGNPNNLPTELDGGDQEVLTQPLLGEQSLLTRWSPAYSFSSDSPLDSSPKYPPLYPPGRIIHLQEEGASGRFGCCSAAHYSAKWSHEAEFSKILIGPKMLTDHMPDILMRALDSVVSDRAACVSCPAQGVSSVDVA
# LANA DNA inh = blocks KSHV LANA C-terminal domain binding to DNA; MBP-C-LANA/FAM-LBS DNA binding, fluorescence polarization; inhibition, % at 9 µM; 0.078% of 340,000 active; AID 504423;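 active = highest replicate inhibition at or above 60% at 9 µM, even if other replicates fall short; inactive = all replicates below 60% inhibition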;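 also: 0% = neutral control wells and 100% = 4 µM acridine orange control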
# Arrestin-AP2 inh = inhibitors of human beta-arrestin and AP2 interaction; FITC-arrestin peptide / GST-AP2 beads, flow cytometry; AP2 beta2 appendage carries R879A mutation; 0.31% of 340,000 active; AID 504490; inhibition, % at 10 µM;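 active = inhibition above a set limit, near 3 SD of compounds lacking own fluorescence, cut at about 54% in these data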;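 also: plate controls were DMSO wells for no effect and 5 µM unlabelled arrestin peptide for full effect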
#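 Test system: GST-tagged AP2 beta2-adaptin appendage (R879A) on 4 µm glutathione beads; also added: fluorescein-tagged arrestin peptide at 50 nM final; timing: 12 min plus 1 h, RT; signal: flow cytometry, FL1 (488/535 nm); read-out: percent drop in bead-associated FITC signal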
# NSD2 HMT inh = inhibitors of human histone methyltransferase NSD2; AID 743445; NSD2 peptide methylation, AlphaScreen, 120 min; inhibition, % at 12.5 µM; 0.54% of 310,000 active; O96028; in the data active = inhibition above about 50%
# PKA-R2B activ = PKA-R2B complex activation; P22694+P31323; PKA-R2B holoenzyme dissociation, Cy5-IP20 fluorescence polarization; R2B truncated from residue 108, S112A mutant; 0% DMSO only, 100% 113 µM cGMP; activation, % at 11.4 µM; 0.079% of 340,000 active;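 active = activation above a cutoff set at the mean over all compounds plus 3 SD, cut at about 18% in these data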;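 also: higher means more holoenzyme dissociation and a rise in polarization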
# Target sequence (P31323 whole entry, looked up, other chains not shown, the tested form may be a part): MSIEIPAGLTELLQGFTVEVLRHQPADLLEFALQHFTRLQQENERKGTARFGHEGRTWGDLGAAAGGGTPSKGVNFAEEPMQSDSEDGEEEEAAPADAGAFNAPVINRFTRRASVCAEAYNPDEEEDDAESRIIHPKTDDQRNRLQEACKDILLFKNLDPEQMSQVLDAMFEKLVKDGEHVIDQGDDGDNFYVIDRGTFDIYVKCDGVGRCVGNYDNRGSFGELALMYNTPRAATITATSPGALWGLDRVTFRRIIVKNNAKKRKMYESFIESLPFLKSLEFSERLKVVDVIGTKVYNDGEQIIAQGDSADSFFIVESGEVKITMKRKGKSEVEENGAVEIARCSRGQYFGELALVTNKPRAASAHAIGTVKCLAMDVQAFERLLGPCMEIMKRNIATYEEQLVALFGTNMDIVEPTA
# SR-BI HDL uptake = inhibitors of mouse SR-BI mediated HDL lipid uptake | 0.96% of 320,000 active | AID 488896 | inhibition, % at 12.5 µM | ldlA[mSR-BI] CHO cells, DiI-HDL uptake fluorescence, 3 h | Q61009;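 active = mean replicate inhibition of at least 70% and a set share of replicates each scoring 70 or more; inconclusive = meets just one of the two criteria; inactive = fails both criteria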;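 also: 0% = median of neutral control wells and 100% = median of positive control wells; values of inactives mirror those of a sister screen read the other way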
# PvdQ inh = P. aeruginosa PvdQ acylase inhibition | AID 488965 | 0.063% of 340,000 active | purified PvdQ acylase, fluorescence plate reader | inhibition, % at 10 µM; in the data active = inhibition above about 30%, passing the limit was not always enough; inconclusive = no clear call, values can overlap the other calls;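 also: 0% = vehicle neutral wells and 100% = reference inhibitor wells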
# Keap1-Nrf2 PPI = inhibitors of human Keap1-Nrf2 protein-protein interaction. inhibition, % at 9.4 µM. Keap1 Kelch-Nrf2 peptide fluorescence polarization, 1536-well. Q14145. 0.15% of 340,000 active. AID 504523; in the data active = inhibition above about 12%; inconclusive = no clear call, values can overlap the other calls; inactive = below about 7.3%;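 also: human Keap1 Kelch domain with fluorescein labeled Nrf2 9mer peptide probe; 0% = neutral control wells and 100% = peptide positive control; higher means more block of Keap1 binding to Nrf2 peptide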
# SR-BI DiI-HDL act = enhances SR-BI lipid uptake from DiI-HDL | AID 504775 | activation, % at 12.5 µM | CHO ldlA[mSR-BI] cells, DiI-HDL uptake fluorescence, 3 h; 100 = double the neutral-control signal | 0.096% of 320,000 active;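 active = mean replicate activation of at least 60% and every replicate at or above 60%; inconclusive = mean or all-replicate condition met, but not both; inactive = mean below 60% and not all replicates reaching 60%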;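 also: 0% = median plate neutral-control signal and 100% = twice that signal; values of inactives mirror those of a sister screen read the other way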
#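 Material – SR-BI-overexpressing, LDLR-lacking CHO cells · Medium – BSA-supplemented, HEPES-buffered Ham's F12, pH 7.4 · Doses – single concentration · Times – compound with DiI-HDL co-incubation, 3 h at 37 °C · Measured by – bottom-read fluorescence, 550/595 nm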
# Numbers without * were called inactive; ? = inconclusive; . = not tested or not shown; & = joins results of further samples.
structure,Cardiac RTF inh,DAGLB inh,LANA DNA inh,Arrestin-AP2 inh,NSD2 HMT inh,PKA-R2B activ,SR-BI HDL uptake,PvdQ inh,Keap1-Nrf2 PPI,SR-BI DiI-HDL act
Cc1cc(S(=O)(=O)NCCCN2CCOCC2)c(Cl)cc1Cl,-11,-1,1.2,-6,-9,2,.,-16,-4,.
CC(=O)Nc1ccc(NC(=O)C(C)OC(=O)c2ccc(N(C)C)cc2)cc1 (stereo not drawn),10,-4,0.3,11,-6,-8,18,-3,-4,-18
O=C(OCc1nc2ccccc2[nH]1)C12CC3CC(CC(C3)C1)C2,-2,-5,-1.5,28,0,8,-6,3,4,6
O=C(CSc1ccccc1)Nc1ccc(NC(=O)c2ccco2)cc1,2,1,0.5,2,-3,-4,-26,-16,-5,26
COc1ccc(S(=O)(=O)Nc2cccc(S(=O)(=O)N3CCCC3)c2)cc1OC,-1,-2,0.2,5,1,2,6,6,-1,-6
Cc1ccc2nsnc2c1NC(=O)c1ccc2c(c1)OCCO2,0,0,-0.3,-4,.,-1,1,-5,-2,-1
CCCn1nc(C(=O)N2CCN(S(=O)(=O)c3ccc(C)c(C)c3)CC2)c2ccccc2c1=O,2,-2,-0.2,1,-2,-2,10,1,2,-10
Cc1c(C(=O)NC2CCCc3ccccc32)oc2ccccc12 (stereo not drawn),-1,-5,0.1,25,-2,-1,18,0,1,-18
Cc1csc(-c2cnn(-c3ccccc3)c2NC(=O)c2ccc(C(F)(F)F)cc2)n1,1,-4,-3.6,28,5,-1,5,4,-4,-5
CCOC(=O)c1ccc(NC(=O)c2cc(S(=O)(=O)N3CCOCC3)ccc2O)cc1,0,-1,0.8,2,-1,-1,10,-16,-4,-10
Cn1c(=O)[nH]c(NC2CCCCC2)c(N=O)c1=O,-17,-3,-0.4,-13,-2,6,-20,16,?,20
COc1ccc(N(CC(=O)N2CCC(C)CC2)S(=O)(=O)c2c(C)nn(C)c2C)cc1,0,-1,-0.5,-2,.,-8,-16,7,-3,16
Cc1cc(C)nc(SCC(=O)NC2CCCC2)n1,-5,0,0.4,1,-1,16,-2,-10,-1,2
CC12CCCCC1NS(=O)(=O)OC2 (stereo not drawn),8,0,-2.7,-1,.,1,-11,-9,-2,11
C/C=C/Cn1c(N(C)Cc2ccccc2)nc2c1c(=O)[nH]c(=O)n2C,-2,3,-0.3,3,.,-5,3,-16,-2,-3
Oc1ccc(Cl)cc1CNc1ccccn1,-1,0,-0.5,-9,-2,-9,-13,-13,4,13
CCn1c(=O)cc(SCC(=O)NCc2ccc(C)o2)c2ccccc21,-6,0,0.4,15,-2,-4,54,-13,-6,-54
CC(C)(C)c1ccc(C(=O)N2CCN(CCNC(=O)C(=O)NCc3ccccc3)CC2)cc1,14,4,4.7,10,3,-8,31,-9,2,-31
COc1cc(/C=C2\SC(=S)N(N3CCOCC3)C2=O)ccc1O,-8,-3,-0.1,-1,2,-9,.,21,-3,.
COc1ccc(NC2CCCN(C(=O)CCN3CCOCC3)C2)cc1 (stereo not drawn),-6,1,1.0,-4,0,-6,-4,-11,0,4
CCn1nc(C)cc1C(=O)N1CCCC(N(C)CCc2ccc(OC)c(OC)c2)C1 (stereo not drawn),-3,0,-0.6,5,9,6,-20,9,-7,20
O=C(Nc1ccc(N2CCOCC2)cc1)C1CCN(S(=O)(=O)Cc2ccccc2)CC1,-6,0,-0.3,12,6,-8,-8,5,0,8
Cc1ccc(C2=NN(CC(=O)NCc3ccco3)C(=O)CC2)cc1,1,1,0.5,-1,-1,6,-8,-10,-7,8
CCn1c(-c2cc(OC)c(OC)c(OC)c2)n[nH]c1=S,-7,2,2.5,4,8,-10,.,-1,-2,.
Cc1cc(C)n2nc(SCC(=O)N(CCC#N)c3ccccc3F)nc2n1,-3,0,-0.3,-7,-3,-3,-8,-19,-1,8
CC(=O)N/C(=C/c1ccc2c(c1)OCO2)C(=O)N1CCOCC1,-3,0,-0.6,10,-3,3,-7,-10,-4,7
CCOC(=O)N1CCN(C(=O)c2ccc(N(Cc3ccccc3)S(C)(=O)=O)cc2)CC1,0,0,0.5,17,1,-10,1,4,1,-1
COc1ccc(NC(=O)CSCC(=O)Nc2ccccc2C(=O)N2CCCCC2)cc1,2,2,-1.0,-6,.,5,0,-12,0,0
COC(=O)CNC(=O)CNC(=O)Nc1ccccc1,-5,0,-0.9,9,-3,0,-16,-13,-3,16
COc1ccccc1N1CCN(C(=O)C(=O)c2c(C)n(C)c3ccccc23)CC1,-4,3,-0.5,20,3,-12,11,-5,0,.
CCn1c(SCCN2CCCCC2)nc2c1c(=O)n(C)c(=O)n2C,-3,-3,1.9,14,2,-7,-13,-6,-6,13
CCN1CCN(c2nc3sc4c(c3c(=O)n2-c2ccc(OC)cc2)CCCCC4)CC1,-4,-1,0.1,9,17,3,-7,-1,0,7
N/C(=N\OC(=O)C1CCCCC1)c1cccnc1,-1,-1,0.0,3,-3,-2,-17,9,-6,17
CCOc1ccccc1NC(=S)N1CCCCCC1,4,-1,-0.5,-6,.,-4,-10,-6,1,10
CCOC(=O)c1c(NC(=O)COC)sc(C)c1C,-1,-3,-4.0,5,3,13,3,11,-2,-3
CCOC(=O)c1c(C)[n+](-c2ccc(C)cc2)c(CC)c2cc(OC)c(OC)cc12,-13,-2,0.2,-2,0,14,-40,-21,-5,40
COc1ccc2cc(CCC(C)=O)ccc2c1,-8,1,0.7,4,.,4,-12&15,-8&-3,0,12&-15
O=C(CSc1n[nH]c(=O)n1C1CC1)Nc1ccc(F)c(Cl)c1,-3,-1,0.3,29,-1,5,4,5,4,-4
NC(=O)CCc1nc2cc(C(F)(F)F)ccc2n(Cc2ccccc2)c1=O,-4,0,1.0,-7,4,16,-5,-15,0,5
COc1ccc(CC(=O)OCC(=O)Nc2cccc(C(C)=O)c2)cc1OC,1,1,1.0,30,2,12,-13,1,2,13
COc1cc(C)c(Br)cc1S(=O)(=O)N1CCCC1,5,-3,-0.3,0,0,-7,11,-11,0,-11
CC(=O)NS(=O)(=O)c1ccc(NS(=O)(=O)c2ccccc2[N+](=O)[O-])cc1,-1,0,1.0,0,-2,-6,-10,-20,-2,10
COc1ccc(C(CNC(=O)c2cc(S(=O)(=O)N3CCCCC3)ccc2C)N2CCCC2)cc1 (stereo not drawn),-8,1,-0.2,-7,-7,9,-4,-18,-7,4
COc1cccc(NC(=O)CSc2nnc3ccc(-c4ccccn4)nn23)c1,-7,1,0.7,-3,-2,-1,13,-12,-1,-13
CCOc1cc(C(=O)Nc2ccc(C(=O)NCCN(CC)CC)cc2)ccc1OCC(=O)N1CCOCC1,-6,-2,-0.2,-9,18,-6,-24,-12,-2,24
COCCCNC(=O)c1cc(Nc2ccc(OC)cc2OC)nc2ccccc12,-11,5,-1.3,-19,9,8,33,-3,-1,-33
CC1CCCCN1CC(=O)Nc1ccc2c(c1)OCO2 (stereo not drawn),-11,2,0.8,7,-1,1,-10,-10,-5,10
C#CCN(C)Cc1ccccc1,-8,1,0.6,9,.,9,-2,-11,-1,2
CCCCNC(=O)N1CCN(C(=O)c2ccco2)CC1,0,-3,1.0,45,-2,-4,-1,7,2,1
CCOc1cc(C(=S)N2CCCCC2)ccc1OS(=O)(=O)c1ccc(Br)cc1,-9,-11,0.0,-1,-4,-7,-6,-14,-1,6

# Nine entries from above, with values under each structure:
# The line under a structure holds: Cardiac RTF inh | DAGLB inh | LANA DNA inh | Arrestin-AP2 inh | NSD2 HMT inh | PKA-R2B activ | SR-BI HDL uptake | PvdQ inh | Keap1-Nrf2 PPI | SR-BI DiI-HDL act
CC(=O)NS(=O)(=O)c1ccc(NS(=O)(=O)c2ccccc2[N+](=O)[O-])cc1
  -1 | 0 | 1.0 | 0 | -2 | -6 | -10 | -20 | -2 | 10
COc1ccc(C(CNC(=O)c2cc(S(=O)(=O)N3CCCCC3)ccc2C)N2CCCC2)cc1 (stereo not drawn)
  -8 | 1 | -0.2 | -7 | -7 | 9 | -4 | -18 | -7 | 4
COc1cccc(NC(=O)CSc2nnc3ccc(-c4ccccn4)nn23)c1
  -7 | 1 | 0.7 | -3 | -2 | -1 | 13 | -12 | -1 | -13
CCOc1cc(C(=O)Nc2ccc(C(=O)NCCN(CC)CC)cc2)ccc1OCC(=O)N1CCOCC1
  -6 | -2 | -0.2 | -9 | 18 | -6 | -24 | -12 | -2 | 24
COCCCNC(=O)c1cc(Nc2ccc(OC)cc2OC)nc2ccccc12
  -11 | 5 | -1.3 | -19 | 9 | 8 | 33 | -3 | -1 | -33
CC1CCCCN1CC(=O)Nc1ccc2c(c1)OCO2 (stereo not drawn)
  -11 | 2 | 0.8 | 7 | -1 | 1 | -10 | -10 | -5 | 10
C#CCN(C)Cc1ccccc1
  -8 | 1 | 0.6 | 9 | . | 9 | -2 | -11 | -1 | 2
CCCCNC(=O)N1CCN(C(=O)c2ccco2)CC1
  0 | -3 | 1.0 | 45 | -2 | -4 | -1 | 7 | 2 | 1
CCOc1cc(C(=S)N2CCCCC2)ccc1OS(=O)(=O)c1ccc(Br)cc1
  -9 | -11 | 0.0 | -1 | -4 | -7 | -6 | -14 | -1 | 6

# Further structures.
structure,Cardiac RTF inh,DAGLB inh,LANA DNA inh,Arrestin-AP2 inh,NSD2 HMT inh,PKA-R2B activ,SR-BI HDL uptake,PvdQ inh,Keap1-Nrf2 PPI,SR-BI DiI-HDL act
Nc1cc(=O)nc(SCC(=O)NC2CCCCC2)n1-c1ccccc1,-1,2,0.3,3,-1,0,2,-8,-6,-2
Cc1ccc(NC(=O)CN(C)C(=O)c2cc(S(=O)(=O)N(C)C)ccc2N2CCCC2)cc1,-5,-3,0.8,6,-1,-12,-23,7,-6,23
CC(C)OC(=O)CC(=O)CSc1nc2c(cc1C#N)CCCCC2,-4,1,2.1,0,-10,5,-6,-15,-5,6
Cc1cc(C)c(NC(=O)COC(=O)Cn2nc(-c3ccccc3)oc2=O)c(C)c1,10,-3,-0.1,4,-5,-9,1,-5,-4,-1
CCN1CCN(Cc2cc(=O)oc3ccc(Cl)cc23)CC1,-14,4,0.8,6,2,-2,-20,-5,-4,20

# Screening results deposited in PubChem by several laboratories.
